High-throughput results as filed in PubChem BioAssay.
TexasRed fluor = Total Fluorescence Counterscreen for Inhibitors of the Interaction of Thyroid Hormone Receptor and Steroid Receptor Coregulator 2. TRb/SRC2 Texas Red total fluorescence interference. Potency, µM (top dose mostly 106 µM), without a hit: top-dose fluorescence change, negative = quenching. actives 0.29% (n = 280,000); active = well fitted curve in either direction with a large enough effect; inconclusive = small, poorly fitted or top-dose-only effect
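Human TRβ ligand-binding domain (0.6 uM) and Texas Red SRC2 peptide (20 nM) in Tris buffer with 1 uM T3 and 5% DMSO were incubated with pinned compound for 5 hr at ambient temperature. Total fluorescence was computed as S + 2P (555/632 nm).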
L3MBTL1 block = qHTS Assay for the Inhibitors of L3MBTL1; AID 485360, 2010; Lethal(3)malignant brain tumor-like protein 1 (Homo sapiens), Q9Y468; actives 0.66% (n = 230,000); Potency, µM (top dose mostly 57.1 µM), for the others: at the top dose activity, negative = inhibition, actives largely listed as inhibitors; AlphaScreen L3MBTL1–H3K9me1 peptide binding; note: nearly all actives have a fitted effect of over 60% in size
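AlphaScreen assay: L3MBTL1 (50 nM final) was preincubated 30 min at room temperature with biotinylated H3(1-15)K9me1 peptide (75 nM final), then 30 min with library compounds; streptavidin donor and nickel chelate acceptor beads (10 ug/mL final) added, 30 min dark.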
GLA spleen mod = qHTS Assay for Inhibitors and Activators of Human alpha-Galactosidase From Spleen Homogenate; human spleen homogenate, 4MU-alpha-Gal fluorescence, 40 min; Potency, µM (series often up to 80 µM), inactives show at the top dose activity change, negative = inhibition, usual class: inhibitors; actives 0.008% (n = 240,000); AID 2107, 2009;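 note: 0% = enzyme with vehicle and -100% = no enzyme basal signal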
Target sequence (P06280 32-429 limits assumed): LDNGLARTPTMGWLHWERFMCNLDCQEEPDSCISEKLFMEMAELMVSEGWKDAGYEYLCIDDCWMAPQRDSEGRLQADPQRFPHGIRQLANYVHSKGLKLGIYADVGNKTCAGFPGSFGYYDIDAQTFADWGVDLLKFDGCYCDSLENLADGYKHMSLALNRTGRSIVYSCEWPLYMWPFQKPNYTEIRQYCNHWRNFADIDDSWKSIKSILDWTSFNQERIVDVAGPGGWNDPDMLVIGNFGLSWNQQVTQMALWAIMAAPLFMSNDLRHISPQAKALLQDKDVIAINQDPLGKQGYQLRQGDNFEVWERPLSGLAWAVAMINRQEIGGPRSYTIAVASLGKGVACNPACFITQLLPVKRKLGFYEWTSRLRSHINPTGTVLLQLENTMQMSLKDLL
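Inhibition or activation of alpha-galactosidase in human spleen homogenate is scored by 4-MU fluorescence after 40 min at 37C, pH 5.0, with 1 mM substrate. AC50s come from concentration-response fitted to the Hill equation.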
TRb SRC2 PPI = qHTS for Inhibitors of the Interaction of Thyroid Hormone Receptor and Steroid Receptor Coregulator 2; Potency, µM (titrated, usually from 106 µM), for inactives: at the highest dose activity change, negative = inhibition, actives largely listed as inhibitors; Thyroid hormone receptor beta (Homo sapiens), P10828; TRbeta-SRC2 peptide binding, fluorescence polarization; receptor liganded with 1 µM T3; actives 0.065% (n = 280,000);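 note: plate controls were bound peptide for no effect and peptide without receptor for full effect; nearly all actives have a fitted effect of over 50% in size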
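Quantitative HTS by FP: 0.6 uM TRb LBD, 20 nM labeled SRC2 20-mer, 1 uM T3, 5% DMSO; 5 hr ambient incubation; % activity per concentration and potencies from concentration series.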
Tau fluor cs = Counterscreen qHTS for Inhibitors of Tau Fibril Formation, Fluorescence Polarization; tau K18 P301L Alexa594 fluorescence, heparin fibrillization; Potency, µM (doses to about 57.7 µM), without a hit: top-dose activity change, negative = decrease; actives 0.93% (n = 280,000); note: nearly all actives have a fitted effect of over 55% in size
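Human K18 P301L tau (15 uM unlabeled plus 0.24 uM Alexa 594-labeled, final) in 100 mM sodium acetate pH 7 was mixed with compound and 20 uM heparin and incubated 6 hr at 37 C.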
Tau ThT inhib = qHTS for Inhibitors of Tau Fibril Formation, Thioflavin T Binding; Microtubule-associated protein tau (Homo sapiens), P10636; recombinant tau K18 P301L, heparin-induced fibrillization, ThT fluorescence; Potency, µM (doses to about 57.4 µM), for inactives: top-dose activity, negative = inhibition, most hits filed as inhibitors; actives 2.1% (n = 270,000); AID 1460, 2008; note: nearly all actives have a fitted effect of over 55% in size
Target sequence (P10636 561-689 P618L limits assumed): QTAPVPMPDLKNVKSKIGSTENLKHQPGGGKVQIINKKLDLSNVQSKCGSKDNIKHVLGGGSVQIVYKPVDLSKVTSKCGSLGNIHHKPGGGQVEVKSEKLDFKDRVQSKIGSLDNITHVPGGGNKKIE
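ThT emission at 510 nm, taken 1 hr after adding 30 uM dye, quantifies aggregates formed when 20 uM heparin acts on human tau K18 P301L for 6 hr at 37 C.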
ALDH1A1 inh = qHTS Assay for Inhibitors of Aldehyde Dehydrogenase 1 (ALDH1A1) | Aldehyde dehydrogenase 1A1 (Homo sapiens), P00352 | actives 7.3% (n = 220,000) | Purified ALDH1A1, NADH fluorescence, propionaldehyde substrate | Potency, µM (series often up to 75.3 µM), for the others: at the top dose activity, negative = inhibition, usual class: inhibitors | AID 1030, 2008; active = well fitted inhibition curve with a large enough effect, not every such curve was filed as active; inconclusive = small, poorly fitted or top-dose-only effect, or another doubt; inactive = no such curve, though single readings can be large or run the other way;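 note: plate controls were no enzyme wells and a reference inhibitor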
Target sequence (P00352 whole entry, looked up): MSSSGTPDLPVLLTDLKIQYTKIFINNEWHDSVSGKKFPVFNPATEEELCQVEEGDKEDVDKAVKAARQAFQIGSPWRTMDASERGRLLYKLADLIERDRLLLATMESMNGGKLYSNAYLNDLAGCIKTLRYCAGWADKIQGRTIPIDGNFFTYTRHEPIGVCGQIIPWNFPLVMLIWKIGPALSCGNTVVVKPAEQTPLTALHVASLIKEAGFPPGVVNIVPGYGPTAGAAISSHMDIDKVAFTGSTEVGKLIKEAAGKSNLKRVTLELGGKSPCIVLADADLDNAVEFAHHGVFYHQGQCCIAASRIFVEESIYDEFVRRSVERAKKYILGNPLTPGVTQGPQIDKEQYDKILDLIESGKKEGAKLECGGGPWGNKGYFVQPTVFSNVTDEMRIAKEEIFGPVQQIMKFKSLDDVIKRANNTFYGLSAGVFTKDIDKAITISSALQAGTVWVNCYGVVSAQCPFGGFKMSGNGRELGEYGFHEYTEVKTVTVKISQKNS
Tau FP inhib = qHTS for Inhibitors of Tau Fibril Formation, Fluorescence Polarization. K18 P301L tau heparin fibrillization, Alexa594 FP, 6 h. Potency, µM (doses to about 57.7 µM), without a hit: at the top dose activity, negative = inhibition, most hits filed as inhibitors. actives 0.39% (n = 280,000); note: nearly all actives have a fitted effect of over 55% in size
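Human K18 P301L fragment (15 uM unlabeled plus 0.24 uM Alexa 594-labeled) in 100 mM sodium acetate pH 7 with compound, aggregation induced by 20 uM heparin for 6 hr at 37 C. ThT (30 uM) added for 1 hr, then Alexa 594 FP read.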
* marks the source's active call; other numbers are inactive results; ? = inconclusive; nt = no result given; [ ] = another dose, or the depositor's remark. Unless noted, calls come from the whole dose curve; as a rule, active = well fitted curve in the direction sought with a large enough effect; inconclusive = small, poorly fitted or top-dose-only effect, or another doubt; inactive = no such curve, though single readings can be large; an effect the other way counts as inactive or inconclusive. Unless noted, % is set by controls: 0 for no effect and ±100 for the full control effect; potency is the fitted concentration of half-maximal effect. The order is random. Share with any hit: about 8.5%.

SMILES	TexasRed fluor	L3MBTL1 block	GLA spleen mod	TRb SRC2 PPI	Tau fluor cs	Tau ThT inhib	ALDH1A1 inh	Tau FP inhib
NC(=O)CSc1nc2ccccc2n1-c1ccccc1	-4%	-1%	-3%	-16%	-1%	0%	1%	6%
COc1ccc(CCNC(=O)CCc2c(C)nc3c(-c4ccc(F)cc4)c(C)nn3c2C)cc1OC	-1%	nt	nt	-5%	-18%	-15%	nt	1%
Cc1cc(C)nc(NS(=O)(=O)c2ccc(NC(=O)c3cc(=O)c4ccc(C)c(C)c4o3)cc2)n1	0%	nt	nt	8%	-18%	-12%	nt	-10%
COc1ccc(-c2noc(CSc3nnc(C)n3-c3ccc(C)c(C)c3)n2)c(OC)c1	-24%	nt	nt	7%	-15%	-15%	nt	4%
O=C(NCc1cccs1)c1cccc(Nc2nc3ccc(Br)cc3[nH]2)c1	-1%	-12%	-5%	16%	7.9µM*[quencher]	?	-9%	?
O=C(NC1CCCC1)c1ccc2c(=O)n(Cc3ccccc3)c(SCc3cccc([N+](=O)[O-])c3)nc2c1	1%	nt	nt	-9%	-17%	2%	nt	-1%
CCc1ccc(OCC(=O)OCC(=O)c2c(N)n(C)c(=O)n(C)c2=O)cc1	-3%	-4%	-4%	-10%	-11%	-10%	1%	-6%
O=C(Nc1ccc(O)cc1)c1ccc2c(c1)C(=O)N(Cc1ccco1)C2=O	-3%	?	7%	6%	-7%	-9%	14µM*	9%
NC(=O)c1cc(Br)cc2c3c([nH]c12)CCCC3	-2%	-11%	-10%	-2%	?	?	?	-10%
O=C(CSCC(=O)N1CCCCC1)Nc1nc(-c2cccs2)cs1	-2%	-6%	-12%	-3%	-18%	?	?	-6%
Cc1cc2c(ncn2Cc2ccccc2)c(NS(C)(=O)=O)c1C	-4%	-7%	-1%	-8%	-15%	-4%	-2%	5%
COc1ccccc1C1C2=C(N=c3s/c(=C/c4cccc(OCC(=O)O)c4)c(=O)n31)c1ccccc1CC2 (stereo not given)	-5%	-27%	0%	7%	?	16µM*	?	?
CCCCCn1c(=O)[nH]c2cc(C(=O)NCCCN3CCC(C)CC3)ccc2c1=O	-2%	-3%	20%	-4%	-17%	-5%	-9%	-14%
COc1cc(NC(=O)c2cccs2)c(OC)cc1NC(=O)CCn1nnc2ccccc21	-2%	1%	4%	-1%	-24%	?	-14%	11%
Cc1cc(C(=O)N/N=C/c2ccccc2Br)no1	1%	8%	-8%	-7%	-7%	?	1%	4%
CCCCN(C(=O)CCC(=O)O)C1CC(=O)N(c2ccc(OCCC)cc2)C1=O (stereo not given)	-6%	3%[11.4 µM]	-1%	0%	9%	-7%	13%	4%
Cc1c(C(=O)N2CC(C)OC(C)C2)oc2ccccc12 (stereo not given)	-5%	nt	-3%	0%	1%	-2%	3%	6%
O=C(N/N=C/c1ccco1)C1CC(=O)N(c2ccccc2)C1 (stereo not given)	-4%	-1%	-1%	-6%	1%	0%	-8%	2%
CCOC(=O)c1c(NC(=O)CSc2nnc(CNc3ccc(F)cc3)o2)sc(C)c1C	-1%	-27%	-4%	1%	-28%	-16%	?	12%
CC1CCN(S(=O)(=O)c2ccc3nc(Nc4cccc(C(F)(F)F)c4)ccc3c2)CC1	0%	nt	nt	2%	?	?	nt	28µM*
O=C(CCCN1C(=O)c2cccc3cccc(c23)C1=O)N1CCN(c2ncccn2)CC1	-1%	3%	3%	-1%	0%	?	28µM*	0%
Cc1ccc(-n2nc(C(=O)N3CCN(c4ccccc4F)CC3)c(=O)n(C)c2=O)cc1	-1%	nt	nt	7%	-7%	0%	nt	3%
CCOC(=O)C1CCN(C(c2cccc(OC)c2)c2sc3nc(C)nn3c2O)CC1 (stereo not given)	0%	3%	1%	7%	-18%	-11%	3%	-9%
O=C(CNc1cccc([N+](=O)[O-])c1)N/N=C/c1ccc(F)cc1	-3%	?	4%	-3%	-22%	?	4%	-4%
Cc1cc(C)c(Nc2ncccc2C(=O)O)c(C)c1	-3%	2%	-4%	5%	-16%	-11%	2%	-16%
Cc1cccc(N2C(=O)N(Cc3cccc(C#N)c3)c3ccccc3S2(=O)=O)c1	-8%	nt	nt	2%	?	-2%	nt	-9%
CC(CNCc1ccc2c(c1)OCO2)NCc1ccc2c(c1)OCO2 (stereo not given)	-2%	nt	-4%	-18%	-6%	-6%	?	3%
CC(C)c1ccc(C2CC(=O)N3CN(C)CSC3=C2C#N)cc1 (stereo not given)	0%	nt	6%	1%	-20%	28µM*	3.5µM*	-17%
Cc1cccc(C)c1NC(=O)CCCCCNS(=O)(=O)c1ccccc1	-3%	-5%	-5%	-1%	1%	4%	?	-5%
CCOC(=O)N1CCN(C(=O)c2ccccc2NC(=O)c2ccc(F)cc2)CC1	-2%[53 µM]	3%	-8%	-7%[53 µM]	18%	12%	5%	12%
COCCN1C(=O)/C(=C/c2cc3c(cc2Br)OCO3)NC1=S	-1%	-13%	-4%	-1%	?	?	0.2µM*	3%
CC(C)(C)OC(=O)[C@H](Cc1ccccc1)NC(=O)c1[nH]cnc1C(=O)Nc1cccc(Cl)c1	-3%	nt	1%	3%	?	16%	nt	22µM*
CCOC(=O)C1=NOC(COc2ccccc2C=O)C1 (stereo not given)	-1%	16%	3%	9%	2%	2%	1%	-1%
Cc1cc(C)c2nc(NC(=O)c3ccc4c(=O)n5c(nc4c3)CCCCC5)sc2c1	-2%	-1%	-4%	-9%	-21%	?	?	-5%
CCc1cccc(NS(=O)(=O)c2ccc3c(c2)n(C)c(=O)c(=O)n3C)c1	-1%	nt	nt	-7%	-2%	8%	nt	2%
Nc1nonc1-c1noc(CCCOc2ccc(Cl)cc2Cl)n1	3%	30%[activator][11.4 µM]	0%	1%	-23%	-14%	3%	-17%
CCN1CCN(c2cc(C)c3cc(NC(=O)c4ccc(Br)o4)ccc3n2)CC1	-2%	-6%	6%	2%	-11%	-12%	-4%	2%
COC(=O)c1ccccc1NC(=O)c1ccc2nc(Cc3ccccc3)oc2c1	-1%	nt	nt	7%	-22%	?	nt	-10%
O=c1[nH]c2ccccc2nc1Cc1ccccc1	2%	-6%	30%	5%	-8%	-10%	?	-7%
Oc1c(C(c2cccs2)N2CCC3(CC2)OCCO3)sc2ncnn12 (stereo not given)	0%	nt	-2%	-2%	-9%	-11%	7%	0%
Cc1cccc2cc(COC(=O)c3ccccc3)c(=O)[nH]c12	0%	3%	-3%	-5%	-8%	-6%	-3%	-6%
CC(Oc1ccccc1)C(=O)NN1Cc2ccccc2C1=N (stereo not given)	-2%	18%	-2%	-10%	6%	3%	-5%	3%
CCc1cnc2c(c1SCC(=O)Nc1ccc(OC)c(OC)c1)c(=O)n(C)c(=O)n2C	-1%	nt	nt	2%	2%	1%	nt	-4%
Cc1cc(-c2ccc(S(=O)(=O)Nc3cccc(C(F)(F)F)c3)s2)on1	-2%	nt	nt	5%	?	-4%	nt	-11%
CC1Cc2ccccc2N1S(=O)(=O)c1nnc(NC(=O)c2cccc(F)c2)s1 (stereo not given)	-15%	nt	nt	1%	-28%	?	nt	-3%
CCOC(=O)c1cnn(-c2nc(-c3ccc(C)cc3)cs2)c1C(F)(F)F	-1%	37%[activator]	1%	4%	-23%	-21%	-9%	-14%
Cc1cccc(NC(=O)c2cc(NC(=O)c3ccco3)ccc2N2CCCCC2)c1	0%	4%	-3%	-6%	-10%	-4%	?	1%
COc1ccc(CC(NC(C)=O)C(=O)NC2CCN(C(=O)Nc3ccccc3Cl)CC2)cc1OC (stereo not given)	2%	nt	12%	8%	-1%	-4%	-7%	3%
CNS(=O)(=O)c1ccc2c(c1)NC(=O)C1CCCN21 (stereo not given)	-1%	-13%	-7%	4%	-11%	?	?	?
Cc1cc(=O)n(-c2ccc3ccccc3n2)[nH]1	-2%	-2%	-19%	5%	-15%	?	?	4%
CC1CN(CC(O)COc2ccc(C(=O)c3ccccc3)cc2)CC(C)O1 (stereo not given)	-1%	-4%	-4%	1%	-2%	-5%	-15%	-2%
CC(=O)Nc1cccc(C(=O)NCc2ccc3c(c2)CCN3C(C)=O)c1	-12%	nt	nt	-6%	21%	12%	nt	11%
O=C(Cn1c(=O)oc2cc(S(=O)(=O)N3CCCCC3)ccc21)N1CCc2ccccc2C1	-1%	nt	9%	-3%	-10%	2%	11%	-3%
Cn1nnnc1SCCNCc1ccccc1OCc1ccc(F)cc1	1%	8%	2%	6%	-2%	9%	4%	-2%

Profiles from above. Order of screens: TexasRed fluor, L3MBTL1 block, GLA spleen mod, TRb SRC2 PPI, Tau fluor cs, Tau ThT inhib, ALDH1A1 inh, Tau FP inhib
`Cc1cccc(NC(=O)c2cc(NC(=O)c3ccco3)ccc2N2CCCCC2)c1` as listed: 0%, 4%, -3%, -6%, -10%, -4%, ?, 1%
`Cc1cccc2cc(COC(=O)c3ccccc3)c(=O)[nH]c12` as listed: 0%, 3%, -3%, -5%, -8%, -6%, -3%, -6%
`CCc1cnc2c(c1SCC(=O)Nc1ccc(OC)c(OC)c1)c(=O)n(C)c(=O)n2C` as listed: -1%, nt, nt, 2%, 2%, 1%, nt, -4%
`CC(=O)Nc1cccc(C(=O)NCc2ccc3c(c2)CCN3C(C)=O)c1` as listed: -12%, nt, nt, -6%, 21%, 12%, nt, 11%
